Compound activity deposited in PubChem by several laboratories.
PDI turbidity = blocks human protein disulfide isomerase activity. PDI insulin aggregation turbidity, A650, 90 min. inhibition, % at 10 µM. 0.052% of 350,000 active;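 active means mean inhibition across replicates of 30% or more, whatever share of single replicates reach that level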;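 further: absorbance from insulin aggregation driven by PDI reduction with DTT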
H9c2 protect = modulators protecting cardiomyocytes from myocardial damage | H9c2 cardiomyocytes, H2O2 injury protection, ATPLite, 2 h | protection from H2O2 cell death, % at 20 µM | 0.63% of 360,000 active;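 active means compounds giving at least 50% protection of heart cells from peroxide-induced death in the single-dose screen, raw or plate-pattern-corrected value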;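 further: 0% = DMSO wells with peroxide and 100% = DMSO wells without peroxide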
Vif imaging = inhibitors of HIV Vif; AID 602346; HEK293T cells, Vif self-association by quenched fluorescence, imaging, 24 h; inhibition, % at 7.49 µM; 0.35% of 340,000 active; in the data active means inhibition above about 50%, passing the limit was not always enough; further: some results filed as inactive read as strong as hits
HTR2A ag = agonists of mouse serotonin 5-HT2A receptor (HTR2A). CHO-K1 mHTR2A beta-arrestin complementation, luminescence; percent of 30 µM serotonin response. AID 624169. 0.66% of 360,000 active. activation, % at 7.6 µM. P35363;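 active means activation above a run cutoff, the mean activation of all tested compounds plus 3 SD, cut at about 14% in these data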;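 further: 0% = plate median of compound wells and 100% = 30 µM serotonin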
Target sequence (P35363 whole entry, looked up): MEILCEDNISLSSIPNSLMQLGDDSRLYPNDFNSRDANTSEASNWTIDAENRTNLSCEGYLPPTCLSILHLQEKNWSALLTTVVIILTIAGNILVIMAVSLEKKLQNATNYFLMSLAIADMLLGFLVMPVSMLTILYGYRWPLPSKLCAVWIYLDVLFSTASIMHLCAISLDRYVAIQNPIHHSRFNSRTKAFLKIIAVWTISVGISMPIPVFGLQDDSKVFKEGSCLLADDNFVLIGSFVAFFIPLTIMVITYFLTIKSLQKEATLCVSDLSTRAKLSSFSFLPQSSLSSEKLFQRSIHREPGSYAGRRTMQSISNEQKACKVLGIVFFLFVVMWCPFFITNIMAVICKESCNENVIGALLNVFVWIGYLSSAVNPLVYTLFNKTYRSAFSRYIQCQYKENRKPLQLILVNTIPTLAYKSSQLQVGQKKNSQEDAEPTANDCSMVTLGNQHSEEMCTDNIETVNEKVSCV
Glyco luc inh = blocks N-linked glycosylation in D54 reporter cells; 0.23% of 360,000 active; D54 ERlucT glycosylation luciferase reporter, 24 h; percent of 100 nM tunicamycin response; reporter increase, % at 12.5 µM; AID 588692;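 active means mean luciferase reporter signal, scaled so untreated is 0 and the glycosylation-blocking control 100, at or above a set limit in every replicate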;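 further: luciferase carries N-glycosylation sites so blocking glycosylation raises the light; 0% = median of neutral control wells and 100% = median of 100 nM tunicamycin wells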
MC4R ag barr = agonists of human melanocortin 4 receptor (MC4R) beta-arrestin. P32245. U2OS MC4R beta-arrestin complementation, luminescence; percent of melanotan II response, DMSO zero. AID 540308. activation, % at 8.9 µM. 0.98% of 360,000 active;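 active means activation above a per-plate cutoff, the mean activation of sample wells on that plate plus 3 SD, cut at about 8% in these data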
Target sequence (P32245 whole entry, looked up): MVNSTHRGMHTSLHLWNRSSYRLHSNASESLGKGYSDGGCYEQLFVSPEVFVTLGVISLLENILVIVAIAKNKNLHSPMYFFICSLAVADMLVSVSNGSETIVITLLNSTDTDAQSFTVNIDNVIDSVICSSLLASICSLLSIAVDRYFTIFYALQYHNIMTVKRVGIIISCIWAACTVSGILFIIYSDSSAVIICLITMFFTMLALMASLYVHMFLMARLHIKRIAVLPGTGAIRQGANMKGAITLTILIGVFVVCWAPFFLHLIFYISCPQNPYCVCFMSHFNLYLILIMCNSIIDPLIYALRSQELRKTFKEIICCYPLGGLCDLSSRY
CaV13 FRET inh = Primary screen for inhibitors of IQ motif and Ca2+-dependent inactivation inhibitor domain binding in CACNA1D, Förster resonance energy transfer in living cells, …. HEK cells, CFP/YFP FRET ICDI-IQ, plate reader, 10 min; percent FRET-ratio fall versus neutral wells. inhibition, % at 12.3 µM. 0.098% of 340,000 active. AID 743397;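 active means mean replicate inhibition of at least 30% and at least 1% of replicates passing that level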;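 further: 0% = median of the neutral control wells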
ABCB6 inh 2 = inhibitors of human ABC transporter ABCB6; Q9NP58; K562-ABCB6 porphyrin accumulation, flow cytometry, 1 h; stronger effect = lower value; fluorescence ratio to DMSO, % at 10 µM; 0.19% of 360,000 active;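 active means fluorescence ratio to DMSO below 75%, the collection mean minus 3 SD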;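 further: signal is porphyrin accumulated inside mitochondria; 100% equals median channel fluorescence of DMSO control wells; lower ratio means ABCB6 inhibition with less porphyrin fluorescence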
MC4R antag cAMP = human MC4R antagonism in cAMP assay | P32245 | MC4R-expressing cells, MTII-stimulated cAMP, LANCE TR-FRET | inhibition, % at 6.5 µM | 0.48% of 360,000 active | AID 540295;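 active means inhibition above its plate's cutoff, the mean of tested wells on that plate plus 3 SD, cut at about 29% in these data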;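 further: 0% = Melanotan II alone and 100% = Melanotan II plus saturating MCL0020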
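Assay system: U2OS cells stably expressing human melanocortin 4 receptor (MC4R) / Dosing: 6.5 µM / Timing: compound 30 min, challenge 1 h, detection 1 h / Measured by: Eu-cAMP/anti-cAMP TR-FRET, emission 671 nm / Replicates: singlicate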
aDG glyco up = alpha-DG glycosylation activation; Pro5-aDG cells, alpha-DG glycosylation AlphaScreen (IIH6); 0% Pro5, 100% B10-LARGE cell signal; activation, % at 10 µM; 0.22% of 360,000 active; AID 624168;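 active means activation of at least 8% versus controls, or a plate z-score of at least 8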;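 further: Pro5 are CHO cells carrying HIG-tagged alpha-DG that lacks glycosylation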
* marks the source's active call; other numbers are inactive results; nt = not tested or not shown.

SMILES	PDI turbidity	H9c2 protect	Vif imaging	HTR2A ag	Glyco luc inh	MC4R ag barr	CaV13 FRET inh	ABCB6 inh 2	MC4R antag cAMP	aDG glyco up
COc1cccc(-c2cc(C(=O)NCc3cccs3)no2)c1	-1	-4	-2	-1	0	6.4	-7	96	4	2.0
CN(Cc1cnn(C)c1)C(=O)c1sc2cccc(Cl)c2c1Cl	4	12	22	-4	1	-0.9	-4	93	-5	0.2
COC(=O)Cn1c(CCC(=O)O)ccc1-c1ccccc1	nt	-4	8	-4	2	-0.6	-2	105	-3	0.1
Cc1ccc(Cc2c(C3CCCCC3)nc3c(C)cc(Br)cn23)cc1	nt	nt	nt	5	nt	nt	-7	125	nt	1.8
CN1CCN(c2nc3c(c(=O)[nH]c(=O)n3C)n2CCSc2nc3ccccc3s2)CC1	nt	9	-6	-1	4	0.4	-6	101	5	0.0
Cc1cc([N+](=O)[O-])nn1CCCC(=O)Nc1sc2c(c1C(N)=O)CCC(C)C2 (stereo not drawn)	0	0	7	-1	2	-0.7	-5	101	9	0.4
O=C(CCc1nc2sc3c(c2c(=O)[nH]1)CCCC3)NCCc1ccccc1	2	3	2	-5	2	-0.9	-6	92	1	1.1
Cc1nc2nc(N)nc(OCc3ccccc3)c2nc1C	-4	-1	-3	-1	-2	-0.4	-5	97	3	0.5
COc1cccc(Nc2ccc(C(=O)O)cc2[N+](=O)[O-])c1	-2	2	4	6	-1	-2.2	-5	104	-3	-0.3
CCOC(=O)c1[nH]c(=S)[nH]c1C	14	8	4	6	1	-1.1	-6	101	19	-0.3
C=CCNc1nc(-c2ccccc2)c(C(=O)OCC)cc1C#N	-7	-10	-2	0	15	4.7	-5	100	-1	-0.2
CC(C)OC(=O)CSc1nnc(-c2ccc(Cl)cc2)n1N	-8	2	0	3	1	-2.4	-3	103	11	-0.1
CCCn1c(=O)[nH]c(=O)c2c1nc(-c1ccc(OC(F)(F)C(F)C(F)(F)F)cc1)n2CCOC (stereo not drawn)	11	-17	-1	-11	3	10.0*	-5	104	10	-0.2
O=C(Nc1ccc(F)cc1)OCCN1CCN(Cc2ccccc2)CCC1=O	0	-7	-4	-2	-1	3.1	-4	101	5	0.1
CCN(CC(=O)c1c(N)n(C)c(=O)n(C)c1=O)c1cccc2ccccc12	2	-11	-16	1	8	1.6	-3	98	4	0.4
Nc1ccccc1Sc1ccccc1[N+](=O)[O-]	-1	-4	12	2	0	-1.5	-5	95	3	-0.2
O=C(COc1ccccc1)N[C@@H]1c2ccccc2CC[C@H]1OCc1ccccc1	6	-12	-2	2	-7	1.0	-6	102	-2	0.2
O=C1CCCN1c1cc(Cl)ccc1Cl	-4	2	-5	2	1	-0.4	-4	84	1	-0.2
O=C(COC(=O)c1ccc(Br)c(S(=O)(=O)N2CCOCC2)c1)NC1CC1	-13	1	-5	-7	2	-1.8	-11	99	6	-0.1
CCc1ccc(NC(=O)[C@H](C)NC(=O)C2CCN(C(=O)[C@@H](N)C(C)C)CC2)cc1	-6	1	1	-1	2	-1.1	-3	89	-4	0.1
Cc1ccccc1C(=O)Nc1ccc(N(C)C)c2ccccc12	6	-3	5	-2	1	-1.9	-23	107	8	-0.1
COC(=O)c1cc(Sc2c(Cl)cccc2Cl)ccn1	-2	3	1	-1	0	3.2	-2	90	-11	0.4
CCCn1c(SCC(=O)Nc2cccc(Cl)c2Cl)n[nH]c1=O	0	6	0	5	1	-2.2	2	95	11	0.1
Cc1cc(=O)oc(C)c1C(=O)NCCNC(=O)c1c(C)cc(=O)oc1C	6	4	9	9	0	-0.8	-5	101	0	0.0
O=C(CSc1nnnn1-c1ccccc1)N1N=CCC1c1ccccc1 (stereo not drawn)	5	-4	1	1	-2	2.4	-6	107	8	0.0
COc1ccc2ccccc2c1/C=N/NC(=O)c1nnn(-c2nonc2N)c1CN(C)C	-15	0	-5	1	-2	-1.5	-4	100	2	-0.5
CCc1ccc(C(=O)C(C)OC(=O)c2cccc(S(=O)(=O)N3CCOCC3)c2)cc1 (stereo not drawn)	0	-12	-2	3	0	0.5	-2	90	5	0.2
Cc1ccc(C(=O)Nc2cccc3cccnc23)cc1C	0	-9	-3	0	0	0.2	-20	104	-1	0.1
Cc1ccc(-c2nnn(CC(=O)N(c3ccccc3F)C(C(=O)NC3CCCC3)c3ccco3)n2)o1 (stereo not drawn)	13	3	0	-3	-1	-1.2	-7	105	9	0.0
CCOC(=O)c1ccc(NC(=S)NCCc2ccc(OC)c(OC)c2)cc1	4	-7	-7	2	-2	0.0	-4	100	1	0.2
Cn1c(=O)c2c(nc(NC3CCCC3)n2C)n(C)c1=O	0	5	nt	11	1	-1.4	-3	108	6	0.2
CC(C)c1nn2c(N)c(/C=C3\C=Nc4ccccc43)c(=O)nc2s1	10	7	-3	7	4	1.0	-4	108	-1	-0.1
CCCCN1C(=N)N([C@@H](C)CN2CCC[C@H]2CN2C(N)=NC[C@H]2CC(C)C)C[C@H]1[C@H](C)CC	2	0	nt	4	0	0.4	-5	97	3	-0.4
Cc1cc(C)c(C)c(S(=O)(=O)N2C(=S)NC(=O)C2CC(C)C)c1C (stereo not drawn)	-4	-12	-5	5	-1	-1.3	-5	98	10	0.0
CCOc1ncccc1C(=O)OCC(=O)Nc1c(C)cccc1C	-17	5	nt	-4	2	-1.0	nt	87	10	-0.2
O=C(CCS(=O)(=O)c1ccc(Cl)cc1)NCCN1C(=O)S/C(=C\c2ccccc2F)C1=O	12	-22	1	2	3	-1.0	-3	102	10	0.7
Cc1nc2c(C#N)c[nH]n2c(=O)c1Cc1ccccc1	1	8	-7	1	2	-0.7	-9	96	-6	-0.1
CCOc1ccccc1/C=N/Nc1nc2ccccc2o1	-5	3	-1	-7	-2	2.8	-4	93	-1	-0.2
O=S(=O)(O)c1cc(O)c2ccc(Nc3ccccc3)cc2c1	4	0	-6	-5	0	0.7	-6	104	21	-0.2
Cc1nonc1NC(=O)c1oc2ccccc2c1C	-3	-1	0	-4	-1	-2.0	-13	99	9	-0.1
COCCNC(=O)C(=O)Nc1ccc2c(c1)N(S(=O)(=O)c1cccs1)CCC2	10	-2	24	-7	9	-3.6	-2	106	-24	0.0
Cn1nc(C(=O)NC2CCC(O)CC2)c2ccccc2c1=O (stereo not drawn)	2	2	nt	1	0	-2.9	-19	100	3	-0.3
CN(C)c1ccc(-c2ccnc3c2CC(C)(C(=O)NCc2ccco2)O3)cc1 (stereo not drawn)	7	1	nt	-2	13	-1.0	-3	102	-10	-0.3
CC1CCN(S(=O)(=O)c2ccc3c(c2)N(CC(=O)NCCCN2C(C)CCCC2C)C(=O)CO3)CC1 (stereo not drawn)	0	-5	5	1	5	-3.4	-7	99	0	-0.2
COc1cccc(C2CC(=O)Nc3c2c(=O)n(C)c(=O)n3C)c1OC (stereo not drawn)	-12	9	18	2	1	0.1	-6	104	1	-0.2
CC(C)[C@@H](CO)NC(=O)c1ccc2c3n(nc2c1)-c1ccc(Cl)cc1CO3	-6	-4	nt	2	1	0.2	-6	103	5	0.1
COc1ccccc1N1CCN(CCN2C(=O)C3CCCCN3C2=O)CC1 (stereo not drawn)	-1	-6	-3	-2	2	-0.8	3	90	14	0.0
COc1ccc(CNC(=O)COC(=O)c2ccccc2C(=O)c2ccccc2)cc1	-11	-5	17	-1	-4	-1.5	-4	95	3	0.8
N#Cc1ccccc1NC(=O)C1CCCO1 (stereo not drawn)	-4	0	16	-2	-1	-0.3	-6	96	-2	-0.1
COCCCN1CC(=O)N2C(c3ccc(C)cc3)c3[nH]c4ccccc4c3C[C@H]2C1=O (stereo partly drawn)	2	34	-14	-8	-1	-2.0	-4	96	15	0.0
O=C1NC(c2cccc3ccccc23)Nc2ccccc21 (stereo not drawn)	-3	-4	11	-1	20	-2.1	-6	100	-20	0.1
CC(C)(C)c1ccc(C(=O)NNC(=O)C2CCCCC2)cc1	-10	12	7	1	3	-1.3	-5	101	8	0.1
CC(C)C(=O)Nc1nnc(SCC(=O)NCc2ccc3c(c2)OCO3)s1	4	-2	-10	-5	-2	-0.3	-20	95	10	-0.2
CNc1cncc(-c2ccc(F)c(F)c2)n1	-21	-16	6	1	0	-0.8	-4	95	-6	-0.2
O=C1NC(=O)C2(COC3(CCCC3)OC2)S1	-2	5	nt	-3	nt	-1.4	-5	96	7	0.0
O=C(O)C(Cc1ccccc1)N1CCS(=O)(=O)CC1 (stereo not drawn)	-1	8	7	0	2	-2.6	4	100	6	-0.3
COc1ccc(C(=O)O)cc1S(=O)(=O)N1CCCc2ccccc21	6	5	14	1	2	-1.1	-4	102	1	-0.1
CC(=O)N1CCN(c2nc3cc4c(cc3nc2NS(=O)(=O)c2ccccc2)OCCO4)CC1	-2	-2	nt	2	4	-2.5	-4	95	1	0.0
C=CC[C@H](CC(=O)NCCO)C(=O)NCCOC(=O)[C@@H](CC=C)CC(=O)OC(C)(C)C	-5	5	-2	6	2	-0.1	-7	107	2	-0.1
Cc1onc(-c2c(F)cccc2Cl)c1C(=O)NCc1ccc(S(N)(=O)=O)cc1	-13	3	7	5	0	-1.5	-6	95	4	-0.2

Later entries
SMILES	PDI turbidity	H9c2 protect	Vif imaging	HTR2A ag	Glyco luc inh	MC4R ag barr	CaV13 FRET inh	ABCB6 inh 2	MC4R antag cAMP	aDG glyco up
CCc1noc(C)c1C(=O)OCC(=O)N1CCc2ccccc21	-15	-4	-3	-1	3	-4.2	-6	97	4	-0.2
O=C(Cc1ccc(NC(=O)C2CCN(C(=O)C3CC3)CC2)cc1)Nc1ccc(C(=O)N2CCOCC2)cc1	-5	-7	16	-1	-1	-0.5	-4	101	3	-0.1
COc1ccc(NS(=O)(=O)c2ccc(C)c(C(=O)NCCCn3ccnc3)c2)cc1	12	17	-7	1	2	-0.3	0	100	15	-0.2
CCCCOc1ccc(N2C(=O)CC(NCc3ccncc3)C2=O)cc1 (stereo not drawn)	-5	-4	-4	3	1	-1.4	-14	97	12	-0.3
Oc1ccccc1-c1nc(NC2CCCC2)c2ccccc2n1	3	-14	-11	0	-6	0.9	-6	101	19	-0.1
COc1ccc(C(=O)CC(=O)c2ccccc2O)cc1	-11	11	-3	1	0	3.9	-6	96	1	0.2
COc1ccc(C(=O)Nc2cccc([N+](=O)[O-])c2)cc1Br	-4	-21	74*	-2	-3	22*	nt	93	-10	0.2
Cc1ccc(C)c(CSc2nnc([C@@H]3CCCN3)o2)c1	-9	-2	-4	-7	3	-0.4	-4	103	-5	-0.1
O=C(c1ccccc1)c1ccc2c(c1)OCCCO2	8	-8	-5	0	-5	-0.4	-6	94	7	0.0

3 compounds already listed, sorted by the number in PDI turbidity, high to low.
canonical_smiles | PDI turbidity
COc1ccc(NS(=O)(=O)c2ccc(C)c(C(=O)NCCCn3ccnc3)c2)cc1 | 12
Cc1ccc(C)c(CSc2nnc([C@@H]3CCCN3)o2)c1 | -9
COc1ccc(C(=O)CC(=O)c2ccccc2O)cc1 | -11
